Bioassay records from PubChem BioAssay.
Growth percent in the NCI-60 one-dose screen (48 h, 10 µM unless noted): 100 = growth as untreated, 0 = no growth, -100 = all killed.
NCI-H460: NCI-H460 lung cancer; hit rate 6.8% among 82,000
NCI-H322M: NCI-H322M lung cancer. hit rate 2.7% among 80,000. AID 1794733
COLO 205: COLO 205 colon cancer. hit rate 7.3% among 79,000. AID 1794742
NCI-H226: NCI-H226 lung cancer | AID 1794732 | hit rate 3.5% among 79,000
RXF 393: RXF 393 renal cancer cells; hit rate 6.9% among 77,000
NCI-H23: NCI-H23 lung cancer; hit rate 4% among 80,000; AID 1794731
HT29: HT29 colon cancer. hit rate 7.4% among 81,000. AID 1794748
A498: A498 renal cancer cells; hit rate 5.4% among 76,000
NCI-H522: NCI-H522 lung cancer; hit rate 8% among 78,000
* = called active by the depositor; / = not tested or not shown; & = joins results of further samples; ! = not confirmed by another sample. The calls were made as follows: active = growth percent below 10; inactive = the rest.

SMILES	NCI-H460	NCI-H322M	COLO 205	NCI-H226	RXF 393	NCI-H23	HT29	A498	NCI-H522
COc1ccc(-c2nnc(Nc3ccc(C)cc3C)o2)cc1OC	107	105	108	97	111	93	/	87	/
CC1=C2C[C@H](C3(N)CC4(CC4)NC3=O)[C@H](O)C[C@@]2(C)CCC1 (stereo partly specified)	102	102	109	91	101	98	92	67	91
COc1cccc(NC(=O)c2sc3nc4c(cc3c2N)CN(Cc2ccccc2)CC4)c1	46	74	79	57	49	81	45	43	68
OC(CN(Cc1ccccc1)Cc1ccccc1)c1ccccc1 (stereo unspecified)	101&102	111&98	107&115	112&97	114&105	92&94	96&101	89&67	80
COc1cc(/C=C/C(=O)/C=C(O)/C=C/c2ccc(OC(=O)c3csc4ccccc34)c(OC)c2)ccc1OC(=O)c1csc2ccccc12	103	102	111	96	116	98	108	101	96
Cc1cc2c(cc1C)NC(=O)C(C)CN2 (stereo unspecified)	113	110	109	100	125	98	102	117	99
CCc1c(C(=O)Nc2ccc(CN(C)C)cc2)[nH]c(C)c1C(C)=O	106	95	110	97	110	110	100	101	88
CCOC(=O)C(CO)(NC(C)=O)C(=O)OCC	107	/	113	100	105	94	84	116	83
CCOC(=O)c1cc(C#N)n2ccc3ccccc3c12	100	98	112	97	99	95	101	88	92
CC1(C)CC[C@]2(CN)CC[C@]3(C)C(=CC[C@@H]4[C@@]5(C)CCCNC(C)(C)[C@@H]5CC[C@]43C)[C@H]2C1	99	99	109	105	/	104	41	98	105
CC(=O)OCC1SC(OC(C)=O)C(NC(=O)/C=C/CCl)C(OC(C)=O)C1OC(C)=O (stereo unspecified)	102	109	107	103	108	100	102	96	-9.0*
C1=C(C2=CCCc3ccccc32)c2ccccc2CC1	107	130	118	109	113	109	99	107	/
COc1cc(OC)c(OC)cc1CNNc1ncnc2ccccc12	102	98	118	93	118	/	114	105	103
Cn1ccc2cc(NC(=O)Cn3cc(-c4ccccc4)nn3)ccc21	106	101	121	112	103	92	112	81	90
COc1ccc2nc(N)ccc2c1	88	93	108	95	95	86	116	128	92
O=C(NCc1ccc(F)cc1)c1cccc(S(=O)(=O)N2CCCC2)c1	106	92	121	101	159	114	114	97	81
Cc1nnc(NC/C=C/c2ccccc2)s1	108&105	112&89	113&110	102&106	102&102	2.0*!	116&107	96	112
N#Cc1c(-c2cccc3ccccc23)cc(-c2cccc(OCC(=O)O)c2)[nH]c1=O	101	96	106	94	105	98	102	99	98
CC(=O)Nc1nonc1-c1nc2ccccc2n1Cc1cccc(C(F)(F)F)c1	98	83	89	94	47	90	98	60	69
c1cnc2ccc3ncccc3c2c1	105	117	109	105	/	118	113	96	85
O=C(NNc1ccc(-c2ccccc2)nn1)Nc1ccc(Cl)cc1	100	91	110	99	109	100	109	86	102
O=C(NNc1ccc([N+](=O)[O-])cn1)Nc1cccc([N+](=O)[O-])c1	103	106	111	102	121	98	95	91	92
COc1cccc(-c2nc3sccn3c2-c2ccnc(NCCNC(=O)Nc3ccccc3)n2)c1	115	108	100	109	107	111	87	103	83
C#CCOc1ccc(C2=NN(CCCCC)C3N=C(Cl)c4ncn(CCCCC)c4N23)cc1OCC#C (stereo unspecified)	90	102	97	88	86	89	91	92	72
Cc1ccc(NC(=O)[C@H]2C[C@@H]2CN2CCN(C)CC2)cc1Nc1nccc(-c2cccnc2)n1	106	95	103	98	106	104	99	118	94

(list continues)
SMILES	NCI-H460	NCI-H322M	COLO 205	NCI-H226	RXF 393	NCI-H23	HT29	A498	NCI-H522
COc1ccc(/C=C2\N=C(c3ccccc3)N(c3cc(OC)c(OC)cc3C(=O)n3nc(C)cc3C)C2=O)cc1	109	108	109	97	101	102	107	80	85
CNC(=O)c1c(NC(=O)c2cccc(C(F)(F)F)c2)sc2c1CCC(=O)C2	10	15	-32*	1.9*	-19*	-1.8*	4.6*	-5.8*	-28*
O=C(C1CCC1)N1N=C(c2ccc(-n3ccc(C(F)(F)F)n3)cc2)CC1c1ccc[nH]1 (stereo unspecified)	101	90	113	107	115	101	90	/	85
COc1ccc(N=Cc2ccccc2O)cc1	103	94	101	/	118	99	88	131	72
NC(=O)CC[C@H](N)C(=O)O	103&108	97	111&109	104&96	100&105	121&97	98&99	113&92	108
c1ccc(OC(c2ccccc2)(c2ccccc2)c2ccccc2)cc1	96	87	103	89	96	84	77	93	53
COc1ccc(-c2nn(-c3ccccc3)cc2/C=C2/SC(=S)N(C)C2=O)cc1	11	61	64	55	97	94	65	97	91
CCCCC(CC)C(=S)N1CCOCC1 (stereo unspecified)	106	106	109	106	106	98	99	111	100
COC(=O)[C@H](c1ccccc1)N(C1CCN(C(=O)OC(C)(C)C)CC1)S(=O)(=O)NC(=O)OC(C)(C)C	103	107	116	75	119	89	89	72	113
Nc1nc2c(c3cnccc13)C(c1ccc(Cl)c(Cl)c1)Cc1cnccc1-2 (stereo unspecified)	-30*	-27*	/	-26*	-74*	-38*	8.2*	-46*	-16*
Cc1cc(N(CCNc2ccnc3cc(Cl)ccc23)Cc2ccc3c(c2)OCO3)nc(N2CCCC2)n1	-10.0*	13	-78*	65	-71*	21	-10*	-2.3*	-29*
N#C/C(=C\c1cccs1)C(=O)Nc1ncc(Cc2ccccc2Cl)s1	93	87	106	95	111	97	103	85	71
CC[N+]1(CC(=O)c2ccc(Cl)cc2)CCCCC1	109	99	108	95	109	94	97	103	96
O=C(O)c1cc(Cl)ccc1NS(=O)(=O)c1ccccc1	108	102	117	100	99	/	114	98	106
COC(=O)c1nc(-c2ccc(C)cc2)oc1S(=O)(=O)N1CCN(c2oc(-c3ccccc3)nc2C#N)CC1	103	103	107	101	109	102	111	86	92
CCCN(CCC)CC(O)c1cc2cc(C(F)(F)F)cc(C(F)(F)F)c2c2ccccc12 (stereo unspecified)	70	91	80	96	75	73	36	58	78
CC(C)(C)OC(=O)N1CCc2c(sc3ncnc(Nc4ccc(NC(=O)Nc5ccccc5)cc4)c23)C1	95	89	90	83	99	100	90	88	72
CNC(=O)c1cc(Oc2ccc(CC(=O)Nc3cc(C(C)(C)C)cn3C)cc2)ccn1	75	93	/	/	105	50	88	54	75
Cc1ccccc1[C@H]1C(C(=O)c2ccc(Cl)cc2)C2(N[C@@H]1c1ccccc1)C(=O)Nc1ccc(Cl)cc12 (stereo partly specified)	1.5*	22	-76*	-60*	-68*	-56*	-89*	50	-49*
O=C(c1ccc(Nc2ccc3c(c2)OCO3)c([N+](=O)[O-])c1)N1CCOCC1	119	92	119	91	/	99	113	102	93
N#Cc1nc(-c2ccccc2)oc1N1CCC(C2(C(F)(F)F)N=N2)CC1	102	107	103	97	99	92	102	85	97
COc1ccc2c(c1)c(-c1cc(N)n3nc(-c4c[nH]c5ccccc45)cc3n1)cn2C	-70*	-53*	-84*	-33*	-79*	-70*	-72*	-58*	-70*
O=[N+]([O-])C1C(c2ccccc2)C12c1ccccc1-c1ccccc12 (stereo unspecified)	-14*	29	15	15	-22*	8.0*	-13*	-13*	-14*
CN(C)CCCNc1nc(-c2cccc(C(Cl)(Cl)Cl)c2)nc(C(Cl)(Cl)Cl)n1	108	94	119	109	109	101	95	66	95
O=c1[nH]c2ccccc2[nH]1	109	106	110	102	113	106	109	92	105

Later entries:
SMILES	NCI-H460	NCI-H322M	COLO 205	NCI-H226	RXF 393	NCI-H23	HT29	A498	NCI-H522
CC1(C)C(N)=Nc2cc(OCCCCN3Cc4ccccc4C3)c(OCC3CC3)cc21	75	80	-63*	80	66	80	28	109	64
O=C1c2cccc3cccc(c23)C(=O)N1CCCCCCCCCCN1C(=O)c2cccc3cccc(c23)C1=O	102	111	119	96	97	112	106	105	/
O=S1(=O)CSCS(=O)(=O)C1	108	99	106	91	111	100	119	/	103
Cc1cc(=O)n2c(-c3cccc([N+](=O)[O-])c3)nc3c4ccccc4ccc3n12	100	98	116	87	103	98	114	100	93
O=C1CSC(c2ccc(Cl)cc2)N1CCc1cccs1 (stereo unspecified)	112	93	143	112	109	86	103	96	56
Cc1cc(-n2cc(-c3c(O)c(O)cc4c(O)c(-c5c(C)cc6c(-c7cn(-c8ccc(O)c(C)c8)nn7)c(O)c(O)cc6c5O)c(C)cc34)nn2)ccc1O	101	112	105	82	69	86	104	110	79
O=C1C=CC(=O)N1Cc1ccccc1	98	102	108	96	96	106	102	87	100
Clc1cccc(N=Cc2ccc(Cl)cc2Cl)c1	113	658	115	96	89	97	106	91	88
COCc1c([N+](=O)[O-])c(C)[nH]c(=O)c1C#N	103	93	107	101	107	97	101	101	104
Cc1cc(C)c([N+](=O)[O-])cc1N	103	108	102	/	102	102	102	73	90
Cc1c(C(=O)Nc2ccc(Cl)cc2)sc(N)c1C#N	88	90	132	93	114	86	63	76	40
Cn1c2c(c(=O)n(C)c1=O)NC1=C(C(=O)c3ccccc31)C1(C=C(O)c3ccccc31)N2 (stereo unspecified)	87	102	95	/	/	88	188	86	83
Oc1c2c(n3cccc13)=c1cc(Cl)ccc1=N2	120	97	102	102	112	101	85	93	88
CCOC(=O)C1(CCOC)CCCCC1=O (stereo unspecified)	109	116	106	105	112	101	/	107	109
O=C(NCCN1CCOCC1)OCc1ccc2c(Cl)cc(Cl)c(O)c2n1	64	67	109	95	77	73	108	106	81
CCCCSC1=C(Cl)CN(c2ccccc2)C1=O	104	101	125	102	109	102	114	108	-9.2*
CC(C)(C)C(=O)C(Oc1ccc(Cl)cc1)n1ccnc1 (stereo unspecified)	102	/	97	91	100	91	82	70	/
COc1cc2c(cc1NC(=O)CCCN1C(=O)c3ccccc3C1=O)oc1ccccc12	101	98	104	104	103	101	90	82	81
CN(C)CCCCC(C(=O)CBr)(c1ccccc1)c1ccccc1	49	74	-76*	86	-52*	31	8.9*	40	-90*
O=[N+]([O-])c1ccccc1Sc1ccccc1	107&106	106&103	110&101	100&93	106&98	97&91	104&106	109&82	91&101

Of the compounds above, eleven contain an aryl methoxy group:
SMILES	NCI-H460	NCI-H322M	COLO 205	NCI-H226	RXF 393	NCI-H23	HT29	A498	NCI-H522
COc1ccc(-c2nnc(Nc3ccc(C)cc3C)o2)cc1OC	107	105	108	97	111	93	/	87	/
COc1cccc(NC(=O)c2sc3nc4c(cc3c2N)CN(Cc2ccccc2)CC4)c1	46	74	79	57	49	81	45	43	68
COc1cc(/C=C/C(=O)/C=C(O)/C=C/c2ccc(OC(=O)c3csc4ccccc34)c(OC)c2)ccc1OC(=O)c1csc2ccccc12	103	102	111	96	116	98	108	101	96
COc1cc(OC)c(OC)cc1CNNc1ncnc2ccccc12	102	98	118	93	118	/	114	105	103
COc1ccc2nc(N)ccc2c1	88	93	108	95	95	86	116	128	92
COc1cccc(-c2nc3sccn3c2-c2ccnc(NCCNC(=O)Nc3ccccc3)n2)c1	115	108	100	109	107	111	87	103	83
COc1ccc(/C=C2\N=C(c3ccccc3)N(c3cc(OC)c(OC)cc3C(=O)n3nc(C)cc3C)C2=O)cc1	109	108	109	97	101	102	107	80	85
COc1ccc(N=Cc2ccccc2O)cc1	103	94	101	/	118	99	88	131	72
COc1ccc(-c2nn(-c3ccccc3)cc2/C=C2/SC(=S)N(C)C2=O)cc1	11	61	64	55	97	94	65	97	91
COc1ccc2c(c1)c(-c1cc(N)n3nc(-c4c[nH]c5ccccc45)cc3n1)cn2C	-70*	-53*	-84*	-33*	-79*	-70*	-72*	-58*	-70*
COc1cc2c(cc1NC(=O)CCCN1C(=O)c3ccccc3C1=O)oc1ccccc12	101	98	104	104	103	101	90	82	81
